PG9 Ab binder: binders of HIV-1 gp120 antibody PG9, primary screen, biochemical, TR-FRET. TR-FRET gp120-PG9 antibody binding. inhibition, % at 6.7 µM. HIV-1 gp120 / PG9 antibody interaction. 360,000 tested, 0.43% active; in the data active = inhibition above about 8.5%
UHRF1 binding: UHRF1 methylated DNA binding inhibitors, primary screen, counter-screen for MBD2 inhibitor project, biochemical, TR-FRET, human UHRF1, single concentration | UHRF1 binding to methylated oligo | inhibition, % at 4.4 µM | AID 687016, 2013 | 370,000 tested, 0.75% active; in the data active = inhibition above about 21%;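 also: UHRF1 SRA domain binding a hemimethylated CpG hairpin DNA probe; 0% = median of test compound wells and 100% = reference inhibitor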
HTRA1 inh: HTRA1 serine protease inhibitors, primary screen, biochemical, fluorescence polarization, HTS. Q92743. recombinant HTRA1, FP-rhodamine activity-based probe. inhibition, % at 5.96 µM. 340,000 tested, 0.5% active; in the data active = inhibition above about 36%;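 also: 0% = enzyme with DMSO and 100% = wells lacking enzyme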
TDP2 absorb: human TDP2 enzyme inhibitors, primary screen, biochemical, epi absorbance, recombinant enzyme; Tyrosyl-DNA phosphodiesterase 2 (Homo sapiens), O95551; T5PNP hydrolysis, p-nitrophenol absorbance 415 nm; inhibition, % at 12.8 µM; 370,000 tested, 0.34% active;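 active = inhibition above the mean of all tested compounds plus 3 SD, set per campaign, cut at about 25% in these data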;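 also: 0% = DMSO with enzyme and 100% = buffer with substrate but no TDP2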
Target sequence (O95551 whole entry, looked up): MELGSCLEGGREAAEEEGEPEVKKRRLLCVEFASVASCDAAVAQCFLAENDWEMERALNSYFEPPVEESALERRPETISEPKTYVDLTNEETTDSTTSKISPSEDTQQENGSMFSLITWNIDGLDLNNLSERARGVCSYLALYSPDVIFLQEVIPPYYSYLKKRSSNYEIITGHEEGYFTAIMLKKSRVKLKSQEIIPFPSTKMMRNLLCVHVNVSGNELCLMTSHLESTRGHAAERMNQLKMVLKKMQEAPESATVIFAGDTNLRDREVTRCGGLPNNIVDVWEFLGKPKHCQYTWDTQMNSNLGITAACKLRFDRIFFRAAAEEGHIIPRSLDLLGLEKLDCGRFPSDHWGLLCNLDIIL
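Read-out basis: percent inhibition. System: recombinant human TDP2. Buffer or medium: Mg2+-containing Tris-HCl buffer, pH 7.5. Repeats: single replicate. Timing: reaction 2 h, 37 °C. Benchmarks: high control without enzyme, low control DMSO plus TDP2. Probe or stimulus: 5 mM T5PNP. Doses: 12.8 µM only. Measured by: epi absorbance of p-nitrophenol freed from T5PNP by hydrolysis.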
TCR CD3 inh: inhibitors of human TCR-CD3 interaction, primary screen, biochemical, fluorescence, TAMRA-labeled TCR probe. T-cell receptor (TCR). inhibition, % at 9.4 µM. 360,000 tested, 0.37% active; in the data active = inhibition above about 19%;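 also: recombinant mutant TCR 2C K166C tagged with TAMRA read by polarization; 0% = receptor in buffer alone and 100% = receptor with positive control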
LEDGF integ inh: blockers of LEDGF/p75-dependent integrase strand transfer – biochemical, TR-FRET, high throughput, primary screen; inhibition, % at 3.7 µM; TR-FRET IN-LEDGF/p75 DNA integration, Eu/Cy5; 370,000 tested, 0.64% active; HIV-1 integrase (with human LEDGF/p75); AID 743269, 2014;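 active = inhibition above the screen-wide mean plus 3 SD, cut at about 13% in these data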;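 also: signal is the Cy5 over europium emission ratio at 671 and 618 nm; 0% = plate median of compound wells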
PRMT1 inh: PRMT1 methyltransferase inhibitors, primary screen, biochemical, fluorescence polarization; Protein arginine N-methyltransferase 1 (Homo sapiens), Q99873; recombinant PRMT1, activity-based probe fluorescence polarization; inhibition, % at 2.79 µM; 370,000 tested, 1.3% active; AID 652257, 2013;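 active = inhibition above about 21% made by adding two undisclosed values, limit read from the data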
Target sequence (Q99873 whole entry, looked up): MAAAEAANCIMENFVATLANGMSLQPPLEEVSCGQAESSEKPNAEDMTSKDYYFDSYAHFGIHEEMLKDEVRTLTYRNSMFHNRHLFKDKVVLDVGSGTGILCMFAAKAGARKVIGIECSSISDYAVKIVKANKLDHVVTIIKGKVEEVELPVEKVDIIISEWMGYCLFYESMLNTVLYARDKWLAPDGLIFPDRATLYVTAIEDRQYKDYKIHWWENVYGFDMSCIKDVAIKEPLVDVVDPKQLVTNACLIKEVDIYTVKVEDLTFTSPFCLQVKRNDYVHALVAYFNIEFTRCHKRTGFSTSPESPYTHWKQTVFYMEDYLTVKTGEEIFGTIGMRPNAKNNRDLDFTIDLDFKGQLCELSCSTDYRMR
mABHD4 FP: ABHD4 inhibitors, primary screen, biochemical, fluorescence polarization, mouse; (Lyso)-N-acylphosphatidylethanolamine lipase (Mus musculus), Q8VD66; purified mABHD4, FP-Rh probe fluorescence polarization; inhibition, % at 8.92 µM; 370,000 tested, 0.54% active;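 active = inhibition exceeding the mean over every tested compound plus 3 SD, cut at about 30% in these data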;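 also: 0% = plate median of compound wells and 100% = S159A mutant with DMSO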
Target sequence (Q8VD66 whole entry, looked up): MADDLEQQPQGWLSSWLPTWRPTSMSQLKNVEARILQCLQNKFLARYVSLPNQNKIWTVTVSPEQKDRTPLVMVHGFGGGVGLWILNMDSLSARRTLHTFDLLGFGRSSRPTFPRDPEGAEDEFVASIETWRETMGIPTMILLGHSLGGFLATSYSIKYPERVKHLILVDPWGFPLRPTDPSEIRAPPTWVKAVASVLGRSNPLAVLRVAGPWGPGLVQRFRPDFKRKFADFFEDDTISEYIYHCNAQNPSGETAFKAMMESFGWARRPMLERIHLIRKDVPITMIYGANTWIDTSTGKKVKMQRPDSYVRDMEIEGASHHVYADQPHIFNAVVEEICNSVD
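System: mouse ABHD4 enzyme, wild type / Medium: HEPES pH 7.0, NaCl, Pluronic buffer / Reagent: FP-Rh activity-based fluorescent probe / Control set: S159A mutant high control, sample median low control / Detection: fluorescence polarization with parallel and perpendicular emission, 525/598 nm / Schedule: 45 min + 60 min at 25 °C / Compound dosing: 8.92 µM, single dose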
Tn7 DDE FP: inhibitors of Tn7 peptide binding to fibrin DD(E), primary screen, biochemical, fluorescence polarization, human fibrin, Tn7 probe; Fibrinogen beta chain (Homo sapiens), P02675; FP displacement of FITC-Tn7 peptide from fibrin DD(E); 0% = median of compound wells per plate; inhibition, % at 8.3 µM; 370,000 tested, 0.13% active;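 active = inhibition above the mean of compounds falling within the control limits plus 3 SD of them, cut at about 14% in these data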;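 also: 0% = plate median of compound wells and 100% = 10 µM Aha-Tn7 peptide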
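System: human fibrin DD(E); quantity: Fibrin-DD(E) at 2 µM final; also added: fluorescent Tn7 probe at 0.1 µM; compound dosing: single nominal test concentration of 8.3 µM per compound; schedule: 10 min preincubation, 3 h with tracer, room temperature; detection: fluorescence polarization of the labelled Tn7 tracer; repeats: one replicate per compound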
SIAE primary: human SIAE inhibitors, primary screen, biochemical, fluorescence polarization, FP-Rh probe, 1536-well HTS; SIAE FP-Rh probe binding; inhibition, % at 9.66 µM; 370,000 tested, 0.69% active;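 active = inhibition above a cutoff: mean of compounds within the control limits plus 3 SD of those, cut at about 17% in these data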;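 also: 0% = plate median of compound wells and 100% = probe without SIAE protein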
* marks the source's active call; other numbers are inactive results; / = not tested or not shown; & = joins results of further samples. The order is random. Share with any hit: about 4.2%.

SMILES	PG9 Ab binder	UHRF1 binding	HTRA1 inh	TDP2 absorb	TCR CD3 inh	LEDGF integ inh	PRMT1 inh	mABHD4 FP	Tn7 DDE FP	SIAE primary
O=c1c2c3c(sc2n(CCN2CCCC2)c(=O)n1Cc1ccco1)CCCCC3	-1.2	0	3	3	5	3	0	3	-9	4
Cc1ccc(N(C)C(=O)c2cc(S(=O)(=O)N3CCCC3)cn2C)cc1	-0.8	0	-1	-10	3	1	-1	3	-2	5
O=C(/C=C/c1cccc(O)c1)c1ccc(N2CCOCC2)cc1	-1.4	-3	-4	-4	3	2	0	1	-3	5
CC(=N\O)/C(CN(C)C)=N/O	2.5	-2	0	10	-5	1	-1	6	-1	1
CCOc1ccc(C(=O)N2CCCC2)cc1OC	-1.3	0	2	-2	4	3	1	-4	-10	3
O=c1[nH]c(N2CCN(c3ccccc3)CC2)nc2c1CCC2	-2.4	0	2	4	0	2	-3	3	3	-1
CC12CCCC[C@@H]1CCC1C2CCC2(C)C1CC[C@@]2(O)CNCCO (some centres undefined)	0.1	5	-11	-9	-6	-2	6	14	-5	-2
COc1cc(/C=C/C(=O)c2c(O)cc(C)oc2=O)cc(OC)c1O	-3.8	0	8	-4	-9	3	14	9	4	3
Cc1c(NC(=O)CSc2ccc3c(c2)OCCO3)c(=O)n(-c2ccccc2)n1C	0.8	2	0	-6	-1	0	9	13	3	-1
CC1CCCN(C(=O)c2cc(F)c(F)cc2Cl)C1 (centres undefined)	0.5	0	3	12	2	-2	0	2	6	0
CCN(C(=O)CSc1nc2ccc([N+](=O)[O-])cc2s1)C1CCS(=O)(=O)C1 (centres undefined)	-2.4	-3	-4	12	1	0	4	-4	-5	3
CS(=O)(=O)N(CC(=O)N1CCc2ccccc2C1)c1ccc2c(c1)OCO2	1.6	5	2	-10	-7	4	4	-15	9	-5
CN(C)C(=O)C(NC(=O)c1ccccc1)=C(Cl)Cl	-0.8	5	1	-2	10	3	-6	0	0	-1
CC(=O)N1N=C(c2ccccc2)CC1c1cn(C)c2ccccc12 (centres undefined)	-1.5	-2	-5	3	0	-3	-3	4	7	6
O=C(CSc1n[nH]c(-c2cccs2)n1)NCc1ccc2c(c1)OCO2	2.2	0	-5	4	-8	4	1	2	7	2
Cn1nc(C(=O)N2CCN(S(=O)(=O)c3ccccc3)CC2)c2ccccc2c1=O	-0.5	-1	5	-6	2	4	-2	-4	2	6
CCC(=O)N1CCc2cc(S(=O)(=O)N3CCN(c4ccccn4)CC3)ccc21	0.0	-2	8	3	8	2	0	9	-1	-1
O=C(C1CCCN(S(=O)(=O)c2ccc(Cl)cc2)C1)N1CCCC1 (centres undefined)	-1.0	1	10	1	9	2	1	3	-2	1
CC(C)(C)c1csc(NC(=O)CS(=O)(=O)c2ccccc2)n1	-1.8	-3	-6	-5	7	-2	1	-2	8	2
c1ccc(Cn2cc(-c3cccnc3)cn2)cc1	0.6	-2	1	3	-1	-1	-1	0	2	3
COc1ccc(Nc2ncc(C(=O)N3CCN(c4ccccc4OC)CC3)c3ccccc23)cc1	0.0	1	-10	6	4	-1	-2	-5	4	6
Cc1ccc2occ(/C=N/NC(=O)c3ccccc3C)c(=O)c2c1	-2.5	0	-5	1	-8	-7	3	8	3	5
COc1ccc(C=NCC2OCCc3ccccc32)cc1OC (centres undefined)	0.8	-1	2	2	-3	1	0	6	-1	9
COc1ccc(C)cc1N(CC(=O)N1CCc2ccccc2C1)S(C)(=O)=O	-2.8	2	1	-14	-3	0	-4	-6	-4	-7
CCCCNC(=O)CC1N=C2c3ccccc3N=C(SCC(=O)Nc3cccc(C)c3)N2C1=O (centres undefined)	1.6	-2	-2	-7	9	1	-1	-2	-10	-3
CCOC1=C2CN(S(=O)(=O)c3ccc(C)cc3)C(c3ccc(CC)cc3)CC2n2c(=O)n(-c3ccccc3)c(=O)n2C1 (centres undefined)	-1.1	2	/	-8	-3	4	-6	-10	0	-9
Cc1cc(=O)[nH]c(N/N=C/c2c(C)nn(-c3ccccc3)c2Cl)n1	-0.3	1	3	-2	-1	-3	9	-3	1	-1
CCOC(=O)C1CCN(C(=O)c2ccccc2)c2scc(-c3ccccc3)c2C1=O (centres undefined)	-0.4	-1	-16	-1	-1	-4	0	-6	4	-6
NC(=O)C1(N2CCCCC2)CCN(C(=O)c2ccc(C#Cc3ccccc3)o2)CC1	-0.3	5	-24	-20	-4	-5	5	-19	-1	-5
CCOC(=O)c1c(-c2ccccc2Cl)csc1NC(=O)c1cc(S(=O)(=O)N2CCOCC2)ccc1C	-3.0	0	-24	8	4	-1	1	-4	-6	0
COC(=O)C(NC(=O)c1ccco1)(Nc1ccc(Br)cn1)C(F)(F)F (centres undefined)	-2.1	5	-4	-14	-14	-1	-2	2	5	22*
COc1ccc([C@H]2CC(=O)C=C(c3ccc(SC)cc3)C2)cc1	0.1	-2	-9	-1	4	0	-3	1	6	3
COC(=O)C1=C(C)NC(C)=C(C(=O)OC)C1C(=O)OC1CCCCC1=O (centres undefined)	-0.2&1.9	1&0	-2&-2	-1&13	1&-1	3&4	-1&0	2&0	3&-6	7&2
CCCCCC(O)(c1ccc(OCC)cc1)C(CN1CCOCC1)c1ccccc1 (centres undefined)	-2.8	-1	-24	-13	3	-1	1	0	5	-10
COc1cc(C)ccc1N(CCCN1C(=O)c2cccc3cccc(c23)C1=O)C(=O)c1cccs1	-0.3	-5	-9	-7	4	-1	-6	-2	4	-14
CCn1cc(C(C)NC(=O)Nc2ccccc2C(=O)OC)c(C)n1 (centres undefined)	-0.3	1	0	5	0	3	1	-4	6	-2
Cc1cnccc1CN(C)C(=O)CC1C(=O)NCCN1CC1CCCCC1 (centres undefined)	-1.9	-3	4	0	8	5	-6	1	-4	-1
O=[N+]([O-])c1ccc(-n2cnc3ccccc32)c([N+](=O)[O-])c1	0.4	0	5	-6	3	-4	1	4	0	-3
Cc1ccc(NC2=Nc3ccccc3CS2)cc1	-0.4	9	3	-1	-7	5	1	-1	-1	-5
Cc1cc(C(=O)NC2CC(C)(C)Cc3c2cnn3-c2ccccc2C)c(C)o1 (centres undefined)	-0.2	1	-10	1	-1	1	-4	-8	4	-7

Entries listed so far marked active in SIAE primary:
SMILES	PG9 Ab binder	HTRA1 inh	TDP2 absorb	TCR CD3 inh	LEDGF integ inh	PRMT1 inh	mABHD4 FP	Tn7 DDE FP	SIAE primary
COC(=O)C(NC(=O)c1ccco1)(Nc1ccc(Br)cn1)C(F)(F)F (centres undefined)	-2.1	-4	-14	-14	-1	-2	2	5	22*

Next structures:
SMILES	PG9 Ab binder	UHRF1 binding	HTRA1 inh	TDP2 absorb	TCR CD3 inh	LEDGF integ inh	PRMT1 inh	mABHD4 FP	Tn7 DDE FP	SIAE primary
CCOC(=O)C1CCCN(C(=O)COc2ccc(N(C)S(=O)(=O)c3ccc(C)cc3)cc2)C1 (centres undefined)	-0.5	-1	-4	4	11	8	0	-11	1	-1
CCOC(=O)C1CCN(C(=O)COc2ccc3c(c2)OCO3)CC1	3.6	1	-2	3	-3	3	6	-5	1	3
COc1ccc(C2/C(=C(\O)c3ccc4c(c3)OCCO4)C(=O)C(=O)N2CCCN(C)C)c(OC)c1 (centres undefined)	-0.3	-2	-1	3	0	0	1	-3	3	-1
Cc1cccnc1NCC(O)COc1ccccc1 (centres undefined)	-1.2	-1	0	8	-1	0	0	2	-7	4
CSc1ncnc2c1ncn2CCCN1CCN(c2ccccn2)CC1	0.2	-3	4	4	-2	-1	-4	1	-4	6
CCOc1cc(N2CCOCC2)c(OCC)cc1NC(=O)c1ccc2ccccc2n1	-7.0	3	1	-11	-3	3	-2	-3	-9	0
COc1ccccc1C(=O)NNC(=S)NC(=O)c1sc2ccccc2c1Cl	-0.5	2	1	5	7	-2	0	21	0	-6
COC(=O)C1CCN(C(=O)CCCOc2ccccc2)CC1	0.8	3	4	2	6	1	2	3	3	-4
O=C(c1ccncc1)N1CCN(C(=O)c2cccs2)CC1	-0.3	-1	-1	-4	2	0	0	0	0	-2
COc1ccc(O)c(C(=O)c2cnn(-c3ccccn3)c2)c1	1.5	0	-10	-15	7	7	-6	-8	-2	1
CCCCCCCCCCOC(=O)NC1CCS(=O)(=O)C1 (centres undefined)	-3.6	1	-4	-19	-8	3	-3	-5	2	3
CCN1CCN(S(=O)(=O)c2ccc(OC)c3ccccc23)CC1	2.5	1	7	-4	-2	-2	2	0	1	5
CCn1c(SCC(=O)Nc2ccc(OC)cc2)nnc1-c1ccco1	0.7	1	1	1	-6	2	0	-10	13	0
Cc1ccccc1S(=O)(=O)NC(=O)C1(C)CCN1C(=O)COc1ccc(Cl)cc1 (centres undefined)	-1.4	-2	/	6	0	0	-4	-5	-2	-4
Cc1csc(NC(=O)CCN2C(=O)c3ccccc3S2(=O)=O)n1	-0.1	3	-3	2	0	1	-2	5	3	3
CC(C)CC(COCc1cccc(C(F)(F)F)c1)N1CCN(C(=O)c2cccc(C(F)(F)F)c2)CCC1=O (centres undefined)	-1.9	2	-20	-10	4	-1	1	-3	0	-1
C=CCN1C(=O)[C@@H](CC(=O)NCCCN2CCCC2=O)[C@]2(C(=O)OC)CCCCC=C12	/	4	/	-4	/	5	-4	-5	6	-5
Cc1ccc([C@@H]2C[C@H]3[C@@H](CN2S(=O)(=O)c2ccc(C)cc2)C(=O)C[C@@H](c2ccc(Cl)cc2)N3S(=O)(=O)c2ccccc2C)cc1	-0.6	-2	-26	1	-6	-3	-1	-1	5	-27

By substructure: the compounds so far containing a nitro group on carbon
SMILES	PG9 Ab binder	UHRF1 binding	HTRA1 inh	TDP2 absorb	TCR CD3 inh	LEDGF integ inh	PRMT1 inh	mABHD4 FP	Tn7 DDE FP	SIAE primary
CCN(C(=O)CSc1nc2ccc([N+](=O)[O-])cc2s1)C1CCS(=O)(=O)C1 (centres undefined)	-2.4	-3	-4	12	1	0	4	-4	-5	3
O=[N+]([O-])c1ccc(-n2cnc3ccccc32)c([N+](=O)[O-])c1	0.4	0	5	-6	3	-4	1	4	0	-3

Screening data deposited in PubChem by The Scripps Research Institute Molecular Screening Center.
